Compound activity (PubChem)
zfTRPN1 agonist – zebrafish TRPN1 (NompC) channel agonism; HEK293 zebrafish TRPN1-YFP, Fluo-8 calcium fluorescence; 100% = response to 87 µM carbachol; activation, % at 3 µM; 0.18% of 220,000 active; AID 1424;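 active = activation above its plate's cutoff, the mean activation of test wells on that plate plus 3 SD, cut at about 19% in these data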;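 note: 0% = DMSO alone and 100% = 87 µM carbachol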
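System: zebrafish TRPN1-YFP in HEK293 cells / Dosing: 3 µM single point / Timing: dye loading 1 h at 37 °C, then 30 min room temperature / Signal: Fluo-8 calcium fluorescence, excitation 470-495 nm, emission 515-575 nm / Read-out basis: percent activation from peak over basal fluorescence ratio, control-normalized / Control set: high carbachol 87 µM, low DMSO alone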
Tb hexokinase – T. brucei hexokinase 1 inhibition; recombinant TbHK1, G6PDH-coupled NADH A340; inhibition, % at 10 µM; 0.11% of 220,000 active;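 active = inhibition of 50% or more in the single-dose primary screen; inactive = inhibition below 50%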
thrombin 1536 – inhibitors of human thrombin | inhibition, % at 5 µM | P00734 | alpha-thrombin, Boc-VPR-AMC fluorogenic substrate cleavage | 0.26% of 220,000 active;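 active = inhibition at or above 40%; inactive = inhibition below 40%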;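 note: 0% = enzyme with no compound and 100% = wells without enzyme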
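Material: human alpha-thrombin protein. Incubation: reaction at ambient temperature. Technique: fluorescence of released AMC, ex 355 nm, em 460 nm. Control set: no-compound enzyme wells and no-enzyme blanks. Also added: Boc-VPR-AMC substrate, 15 µM final. Buffer or medium: pH 7.5 Tris (50 mM) with NaCl 150 mM, Tween 20 0.05%.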
TRPML3 agonist – human mucolipin-3 channel agonism. Q8TDD5. HEK293 TRPML3-YFP, Fluo-8 calcium fluorescence; 100% = the carbachol control signal. activation, % at 3 µM. 0.29% of 220,000 active;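 active = activation above its plate's cutoff, the mean activation of the plate's test wells plus 3 SD, cut at about 12% in these data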;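 note: 0% = DMSO only wells and 100% = carbachol wells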
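Test system: TRPML3-YFP stable HEK293 cells. Doses: single point at 3 µM. Incubation: dye loading 1 h 37 °C then 30 min ambient, 125 s read. Signal: Fluo-8 calcium dye fluorescence, ex 470-495, em 515-575 nm. Measure: percent activation from peak-to-basal fluorescence ratio, scaled between DMSO and carbachol.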
m-calpain inh – inhibitors of pig calpain II; purified calpain II, fluorogenic peptide substrate, 30 min; inhibition, % at 16 µM; 0.37% of 220,000 active;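 active = inhibition above about 50%, limit read from the data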
EBV gp42 block – blocks Epstein-Barr virus glycoprotein 42 binding; Q1HVG2; Fluorescence polarization binding assay, mP read-out; AID 1085; 0.42% of 220,000 active; inhibition, % (tested at 21.74 µM); in the data active = inhibition above about 50%
PPC-1+TRAIL kill – compounds killing PPC-1 cancer cells with TRAIL present (potentiator screen, no TRAIL-free arm); 0.41% of 220,000 active; PPC-1 cells + TRAIL, ATPLite viability luminescence; cell killing (% activity), % at 4 µM; AID 1443;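 active = cell killing above 50% in the first pass at 4 µM, then a duplicate retest at 5 µM averaging 50% or more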;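 note: plate controls were cells with TRAIL plus DMSO for no effect and medium-only wells lacking cells for full effect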
Cl transport mod – KCC2 (human) Cl- transport modulation; Q9H2X9; KCC2 cells, thallium flux FluoZin-2 fluorescence; B-score of Tl+ flux slope (higher = more flux/activation; lower = inhibition) at 10 µM; 2.2% of 190,000 active; AID 1456;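 active = thallium flux slope and its plate-corrected score both differing from the plate sample mean at a set confidence after two filtering rounds, in either direction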;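 note: slope of fluorescence scaled to starting intensity during 10 to 20 s after thallium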
Target sequence (Q9H2X9 whole entry, looked up): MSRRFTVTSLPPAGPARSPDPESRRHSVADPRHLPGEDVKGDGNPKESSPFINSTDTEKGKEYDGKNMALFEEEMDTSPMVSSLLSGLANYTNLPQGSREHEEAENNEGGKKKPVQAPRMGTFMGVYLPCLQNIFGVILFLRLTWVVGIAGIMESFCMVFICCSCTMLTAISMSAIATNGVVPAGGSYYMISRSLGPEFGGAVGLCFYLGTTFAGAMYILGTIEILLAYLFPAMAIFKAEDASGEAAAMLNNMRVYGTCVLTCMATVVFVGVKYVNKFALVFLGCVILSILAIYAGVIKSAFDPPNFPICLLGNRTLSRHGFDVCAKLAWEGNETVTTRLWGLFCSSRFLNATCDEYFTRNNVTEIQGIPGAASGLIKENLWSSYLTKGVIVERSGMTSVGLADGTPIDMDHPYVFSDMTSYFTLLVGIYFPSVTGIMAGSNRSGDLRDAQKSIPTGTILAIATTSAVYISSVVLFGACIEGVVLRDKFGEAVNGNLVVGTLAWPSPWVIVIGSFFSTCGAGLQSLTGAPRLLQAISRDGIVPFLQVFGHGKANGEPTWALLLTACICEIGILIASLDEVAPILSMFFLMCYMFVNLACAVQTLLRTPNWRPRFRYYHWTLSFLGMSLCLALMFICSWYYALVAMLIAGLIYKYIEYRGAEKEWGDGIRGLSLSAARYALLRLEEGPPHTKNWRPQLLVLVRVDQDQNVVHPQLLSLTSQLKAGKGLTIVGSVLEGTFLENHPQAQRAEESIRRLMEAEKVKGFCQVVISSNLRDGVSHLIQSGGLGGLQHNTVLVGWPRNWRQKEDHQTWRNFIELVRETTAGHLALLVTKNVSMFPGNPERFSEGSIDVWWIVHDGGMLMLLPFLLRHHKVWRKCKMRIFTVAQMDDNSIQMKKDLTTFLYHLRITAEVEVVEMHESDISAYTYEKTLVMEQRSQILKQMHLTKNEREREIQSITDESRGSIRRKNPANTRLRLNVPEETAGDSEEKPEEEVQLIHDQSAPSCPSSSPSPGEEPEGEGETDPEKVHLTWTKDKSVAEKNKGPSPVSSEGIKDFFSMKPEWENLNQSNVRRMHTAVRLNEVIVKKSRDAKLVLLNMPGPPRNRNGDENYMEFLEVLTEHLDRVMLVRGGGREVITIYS
Furin inhibitor – inhibitors of human furin | P09958 | purified furin, fluorogenic substrate cleavage | inhibition, % at 30 µM | 0.061% of 220,000 active | AID 463115; in the data active = inhibition above about 25%; note: inactives centre near -15
* marks the source's active call; other numbers are inactive results; nt = no result given; [ ] = another dose, or the depositor's remark. This is a random part of the collection; overall some 3.6% were active at least once.

Molecule	zfTRPN1 agonist	Tb hexokinase	thrombin 1536	TRPML3 agonist	m-calpain inh	EBV gp42 block	PPC-1+TRAIL kill	Cl transport mod	Furin inhibitor
C=CCNC(=O)COc1ccc(N(C)S(=O)(=O)c2ccc(NC(C)=O)cc2)cc1	0.0	-3	-11	1.0	-22	-10	-5	0.053	-17
CCOc1ccc(C2CC(=O)NC(SC)=C2C#N)cc1 (stereo not drawn)	0.3	-6	-4	-0.1	-11	-10	30	-0.041	-27
CCOCC(=O)Nc1cc(C(=O)Nc2ccc(F)cc2)ccc1Cl	1.8	1	-4	0.7	-9	-9	12	nt	-24
COc1ccc(OC)c(NC(=O)C2CCN(S(=O)(=O)c3c(C)noc3C)CC2)c1	0.6	2	-1	0.2	-35	-10	-1	-0.024	-21[20 µM]
COC(=O)CCCC1=CC2=C(c3ccccc3)C(=O)C(C)(OC(=O)C3CCCC3)C(=O)C2=CN1C1CCCCC1 (stereo not drawn)	nt	-9	-3	nt	11	2	16	-0.85	-5
Cc1cc(NC(=O)CCC(=O)N(c2ccccc2)C(C(=O)NC2CCCC2)c2ccncc2)no1 (stereo not drawn)	0.0	6	2	-0.2	10	-4	12	0.65	-24
CCN(C(=O)CSc1nc2ccccc2c(=O)n1CCOC)C1CCS(=O)(=O)C1 (stereo not drawn)	0.2	-1	-2	1.6	-19	-16	16	-1.3	-16
Cc1c(OCc2ccc(C(=O)O)cc2)ccc2c(-c3ccccc3)cc(=O)oc12	0.4	-19	-6	0.3	-22	3	1	-0.47	-3
O=C(CSCCO)Nc1cccc2ccccc12	-0.4	2	2	0.6	16	-29	6	0.049	-12[20 µM]
Cc1cccn2c(=O)c3cc(C(=O)N4c5ccccc5CC4C)n(C)c3nc12 (stereo not drawn)	0.7	-7	8	0.6	-58	7	-4	nt	-13
O=C1CC(Sc2ncccn2)C(=O)N1c1ccccc1C(F)(F)F (stereo not drawn)	-1.0	5	-4	0.5	-10	-6	32	nt	-9[20 µM]
CCO[C@@H]1OC(C(=O)O)=C[C@H](C2CCCCC2)[C@H]1CCCO	0.5	-4	-3	0.4	-4	-11	7	1.1	-17
Cn1nnnc1SCC(=O)Nc1nn(-c2ccccc2)nc1C(N)=O	0.3	5	7	0.2	7	-6	19	0.58	-21
CCO[C@H]1OC(C(=O)NCc2ccccc2)=C[C@@H](C)[C@@H]1CCCO	-0.2	-6	-4	0.5	-12	-6	1	-0.67	-35
COc1ccc(C(NC(=O)c2cccnc2)c2cc(Cl)c3cccnc3c2O)cc1OC (stereo not drawn)	2.2	-5	3	1.2	-40	-4	19	0.061	-15
CNS(=O)(=O)c1ccc(N2CCCC2)c([N+](=O)[O-])c1	0.8	0	-13	0.8	-4	-5	15	0.16	-16
S=c1nccc(-c2cc(Cl)sc2Cl)[nH]1	-0.1	-7	-5	0.7	-56	-17	36	7.2*	-14[20 µM]
O=C(Nc1cccc(S(=O)(=O)N2CCCCC2)c1)C1CC(=O)N(Cc2ccco2)C1 (stereo not drawn)	0.9	0	nt	1.0	-29	-14	16	-0.84	-13
Cn1c2ccc(F)cc2c2ncn(CC3CCCO3)c(=O)c21 (stereo not drawn)	-0.3	-20	-3	0.3	-45	-12	11	-0.036	-45
C=CCn1c(C)c(C(C)=O)c(N2CCN(C(c3ccccc3)c3ccccc3)CC2)nc1=S	0.2	-4	6	0.5	-8	-9	-14	-0.23	-5
O=C(CSc1nc2cc(S(=O)(=O)N3CCOCC3)ccc2o1)Nc1c(F)cccc1F	1.5	3	-3	1.1	-18	-33	27	0.73	-18
O=C1NN(c2ccc(Cl)c(Cl)c2)C(=O)/C1=C/c1cccc(OC(=O)c2cccs2)c1	-0.5	7	1	-0.3	-75	-9	-4	-1.2	5[20 µM]
CC(C)(CO)CNC(=O)CCc1nnc(CCCc2ccccc2)o1	-1.1	-9	-13	0.2	5	-16	24	-0.25	-8
NC(=O)NC(=O)CC1S/C(=N/N=C/c2ccccc2)NC1=O (stereo not drawn)	2.7	-6	-3	1.2	17	-1	13	0.36	-22
CCOc1ccc(Nc2cc(C)nc3nc(C)nn23)cc1	-1.4	-5	0	0.3	-1	-11	1	-0.0026	-15
Cc1cccc(-n2c(N)cc(=O)nc2SCC(=O)NC2CCCCC2)c1	-0.8	-6	-1	0.3	32	-9	-6	1.1	-16[20 µM]
O=C(Nc1ccc2c(c1)OCCO2)NC1(C(F)(F)F)Oc2ccccc2O1	0.8	-7	-4	0.0	9	0	13	nt	-24
O=C(COc1ccc(C(=O)Nc2ccc(Cl)cc2)cc1)NCc1ccccc1	2.2	-10	-6	0.0	7	-15	23	0.94	-30
O=[N+]([O-])c1ccccc1/C=C/C=N/n1c(-c2ccc(Cl)cc2)n[nH]c1=S	0.9	-6	3	0.3	-77	86*	14	3.6*	-20[20 µM]
O=C(O)CSCC(=O)NCc1c(Cl)cccc1Oc1ccccc1	0.9	-9	-4	0.9	-5	3	33	-0.24	-12
CCN(CC)CCNc1nc(-c2ccc(OC(F)F)cc2)c(C)s1	-0.9	-1	-5	-1.2	-10	-16	21	0.16	-10
CCOC(=O)c1c(C)[nH]c(N=Nc2ccc(C)cc2C)c1C	-0.6	-3	3	0.3	-6	-14	2	1	8[20 µM]
COC(=O)[C@H](CCSC)NC(=O)Nc1ccc(C(C)C)cc1	0.3	7	-6	0.4	2	-7	-20	-0.56	-25
Cc1ccc(Sc2ncnc3onc(C)c23)c(C)c1	-2.7	3	3	-0.2	-28	-2	-1[5 µM]	-0.9	-27
O=C(NCCC1=CCCCC1)C1CCN(S(=O)(=O)N2CCOCC2)CC1	0.6	2	4	0.6	16	1	10	-0.66	-15
O=[N+]([O-])c1cccc(/C=N/Nc2nc(N3CCOCC3)nc(N3CCOCC3)n2)c1	0.6	29	6	0.0	-3	-3	8	-0.25	-15
O=C(NC1CCCCCCC1)C1CCN(c2nc3ccccc3o2)CC1	4.7	4	3	1.9	7	-12	15	-2.3	11[20 µM]
COc1ccc(NC(=O)CSc2nnc(-c3ccccc3C)n2N)cc1OC	1.7	16	-3	0.1	-22	-1	13	1	-17
CN(C)CCCNCCCNC(=O)/C=N/O	0.7	-6	-9	0.9	-10	-16	8	1.1	-14[20 µM]
O=C(NC(c1ccccc1)c1ccccc1)N1CCOCC1	0.7	0	-1	0.5	-22	-4	13	0.81	-29
O=Cc1sc([O-])nc1-[n+]1ccc2ccccc2c1	2.0	-9	-3	1.3	-25	13	26	0.057	-21
Nc1nnnn1/N=C/c1cc(Cl)cc(Cl)c1OCc1ccc(Cl)cc1Cl	0.4	-14	3	0.4	-77	-13	-14	1.1	-15[20 µM]
CCN1CCCC1CN(Cc1cc2ccc(C)cc2[nH]c1=O)C(=S)Nc1ccccc1OC (stereo not drawn)	-0.9	-1	-5	1.3	-10	-12	12	0.12	-21
O=c1oc2c3c4c(cc2s1)CCCN4CCC3	0.8	-5	2	0.8	-27	35	-6	0.15	-19[20 µM]
O=C(NCCCCNC(=O)c1ccc(Br)s1)c1ccc(Br)s1	0.3	-18	-1	2.2	16	7	-10	0.31	-14[20 µM]
CCNC(=S)NNC(=O)c1csc2ccccc12	-0.4	-3	1	-0.5	-16	-16	17	-0.34	-20[20 µM]
c1ccc(Cn2ccc(-c3cnc(-c4ccccc4)s3)n2)cc1	-1.3	-22	-5	-0.1	-174	0	12	nt	-37[20 µM]
CCCCN1C2=NCCCN2c2cc(C)c(C)cc21	0.0	6	5	0.7	8	-27	28	0.24	-9
Cn1nc(CC(=O)N2CCN(c3ccccc3)CC2)c2ccccc2c1=O	0.3	9	2	-0.1	48	-14	15	2.1	-2[20 µM]
COc1cc(CCNc2ccc3nnc(-c4ccccc4)n3n2)cc(OC)c1OC	-0.8	-4	-2	-1.1	-3	-3	-1	-1.7	-12

Following part.
Molecule	zfTRPN1 agonist	Tb hexokinase	thrombin 1536	TRPML3 agonist	m-calpain inh	EBV gp42 block	PPC-1+TRAIL kill	Cl transport mod	Furin inhibitor
CC(C)c1ccc(/C=N/NC(=O)CC(=O)NC2CCCCC2)cc1	0.0	-1	-8	0.7	34	-3	5	0.26	-16
CNC(=S)n1cnc(N)n1	2.5	-5	1	1.2	-16	2	34	-0.21	-29
COc1ccc(-c2cc(C(=O)Nc3ccccc3O)c3ccccc3n2)cc1OC	4.0	-8	-4	1.5	-141	-1	2	0.74	-27
O=C(Oc1cccnc1)c1cc(S(=O)(=O)N2CCCCC2)ccc1Cl	1.5	-9	-2	1.2	-3	-14	48	-0.029	-6[20 µM]
COc1ccc(OC)c(CNC(=O)CCCc2cn(C)c3ccccc23)c1	-1.5	0	-1	-0.8	5	-23	-8	-2.5	-9
Cc1ccc(/C=c2/sc3nnc(-c4ccccc4Cl)n3c2=O)o1	1.4	-8	1	-0.1	-28	-15	8	0.051	-20[20 µM]
COc1ccc(-n2c(Cc3cc(=O)[nH]c(=O)[nH]3)nnc2SCC(=O)N2CCC(C)CC2)cc1	1.1	-1	-4	0.7	-5	-9	18	nt	-7
CC(C)CCNCC(O)CON=C1c2ccccc2-c2ccccc21 (stereo not drawn)	0.6	5	0	1.3	-3	-5	25	1.6	-21
COc1cc(/C(C)=N/NC(=O)CSc2nncn2C)ccc1OCc1ccccc1Cl	-1.5	27	-10	-0.9	14	2	29	-0.46	2
COC(=O)c1ccc(CSc2nnc(Nc3ccccc3OC)s2)o1	0.1	-3	-4	-0.2	17	-7	8	-0.75	-10
O=C1c2ccccc2C(=O)N1CCCc1nc2ccccc2c(=O)n1CCCn1ccnc1	0.0	12	0	0.0	-8	-12	16	0.57	-28
Cc1ccnc(NS(=O)(=O)c2cc(C(F)(F)F)ccc2Cl)c1	0.2	-11	-9	-0.1	2	-13	-11	0.035	-12
C=CCn1c(C)cc(C)c(C#N)c1=O	1.6	-12	2	0.3	-28	-20	-30	nt	-18[20 µM]
CC(C)(C)C(=O)O/N=C(\N)c1ccc(Oc2cc(Cl)cc(Cl)c2)c([N+](=O)[O-])c1	-0.1	2	6	1.1	-8	-11	5	0.82	-3
NC(=O)c1cccn1-c1ncc(C(F)(F)F)cc1Cl	-0.6	6	-11	0.4	28	7	-15	0.78	-6
CCOC(=O)c1sc(NC(=O)c2ccccc2F)c(C(N)=O)c1C	1.0	9	1	0.8	-146	-2	15	-0.0052	-10
CCCOC(=O)Cc1n[nH]c(=O)[nH]c1=O	-0.9	1	0	0.5	-9	-15	-6	0.44	-32

Gathered by group: those above containing a cyano group
Molecule	zfTRPN1 agonist	Tb hexokinase	thrombin 1536	TRPML3 agonist	m-calpain inh	EBV gp42 block	PPC-1+TRAIL kill	Cl transport mod	Furin inhibitor
CCOc1ccc(C2CC(=O)NC(SC)=C2C#N)cc1 (stereo not drawn)	0.3	-6	-4	-0.1	-11	-10	30	-0.041	-27
C=CCn1c(C)cc(C)c(C#N)c1=O	1.6	-12	2	0.3	-28	-20	-30	nt	-18[20 µM]
